Source: PubChem BioAssay (several laboratories)
SSB-PriA inh: inhibitors of Klebsiella pneumoniae PriA binding to SSB C-terminal tail, primary screen, biochemical, AlphaScreen; PriA–SSB C-terminal tail interaction (Klebsiella pneumoniae); AlphaScreen SSBct-PriA binding, biotinylated peptide; inhibition, % at 33 µM; 0.6% of 430,000 active; in the data active = inhibition mostly above about 37%, no sharp cut-off; inactive = mostly below about 20%;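 also: plate controls were negative control peptide for no effect and reference peptide for full effect; strong numbers were not always called active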
TcdB inh: TcdB glycohydrolase inhibitors, primary screen, biochemical, single point, plate reader; inhibition, % at 9.99 µM; 0.24% of 350,000 active; TcdB glycohydrolase enzymatic assay; in the data active = inhibition above about 10%
Anthrax LF prot: Bacillus anthracis LF protease inhibitors, primary screen, biochemical, multiplex microsphere, MLPCN library. 0.12% of 360,000 active. inhibition, % at 10 µM. multiplex microsphere protease cleavage assay. Lethal factor (Bacillus anthracis), P15917. AID 588501, 2011; also: plate controls were buffer without enzyme for full effect and enzyme alone for no effect
Target sequence (P15917 whole entry, looked up): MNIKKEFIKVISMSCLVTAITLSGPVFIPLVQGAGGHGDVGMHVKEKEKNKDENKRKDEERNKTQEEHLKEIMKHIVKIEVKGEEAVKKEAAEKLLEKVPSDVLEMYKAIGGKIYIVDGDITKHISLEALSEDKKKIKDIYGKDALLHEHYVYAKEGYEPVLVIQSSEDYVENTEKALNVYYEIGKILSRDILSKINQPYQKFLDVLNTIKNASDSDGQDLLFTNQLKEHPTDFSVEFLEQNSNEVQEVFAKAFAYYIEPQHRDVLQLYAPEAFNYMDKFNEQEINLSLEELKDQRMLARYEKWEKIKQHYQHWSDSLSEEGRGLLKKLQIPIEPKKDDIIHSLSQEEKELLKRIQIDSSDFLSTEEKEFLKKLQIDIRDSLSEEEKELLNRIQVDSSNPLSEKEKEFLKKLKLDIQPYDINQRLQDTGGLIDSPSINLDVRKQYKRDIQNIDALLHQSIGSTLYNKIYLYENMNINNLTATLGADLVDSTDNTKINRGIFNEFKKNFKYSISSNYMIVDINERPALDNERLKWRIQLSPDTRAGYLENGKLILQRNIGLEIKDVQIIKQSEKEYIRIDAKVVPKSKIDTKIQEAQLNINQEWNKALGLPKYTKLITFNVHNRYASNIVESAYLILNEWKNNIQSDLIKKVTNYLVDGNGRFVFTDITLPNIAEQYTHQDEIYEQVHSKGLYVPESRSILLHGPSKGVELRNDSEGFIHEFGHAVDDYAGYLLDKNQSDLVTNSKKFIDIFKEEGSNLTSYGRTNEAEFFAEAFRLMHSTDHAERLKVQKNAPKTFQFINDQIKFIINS
CCHFV vOTU inh: CCHFV vOTU protease inhibitors, primary screen, biochemical, Pep-AMC substrate, fluorescence | inhibition, % at 11.5 µM | 0.55% of 370,000 active | AID 651958, 2012; in the data active = inhibition above about 30%; also: 0% = vehicle wells with enzyme and 100% = no enzyme wells
BoNT A protease: BoNT/A light chain protease inhibitors, primary screen, biochemical, flow cytometry, MLPCN library; multiplex microsphere protease substrate cleavage; inhibition, % at 10 µM; 0.17% of 360,000 active; AID 588499, 2011; also: plate controls were buffer without enzyme for full effect and enzyme alone for no effect
Yp Topo-I inh: Yersinia pestis topoisomerase I inhibitors, primary screen, biochemical, cleavage product accumulation, plate reader, single point; DNA topoisomerase I (Yersinia pestis CO92); Y. pestis Topo-I cleavage product accumulation; activity, % at 10 µM; 0.064% of 360,000 active; in the data active = activity above about 50%, passing the limit was not always enough; inconclusive = no clear call, values can overlap the other calls; also: inactives centre near 2
SARS 3CLpro inh: SARS-CoV 3CLpro protease inhibitors, primary screen, biochemical, quenched FRET; 0.14% of 290,000 active; AID 1706, 2009; Replicase polyprotein 1ab (Severe acute respiratory syndrome coronavirus), P0C6X7; recombinant SARS-CoV 3CLpro, quenched FRET peptide cleavage; inhibition, % at 6 µM; in the data active = inhibition above about 12%
PfHsp40 yeast: rescue of yeast from PfHsp40 toxicity, primary screen, S. cerevisiae, ATP luminescence. S. cerevisiae expressing PfHsp40, growth rescue. growth rescue, % at 12.5 µM. 0.68% of 340,000 active. AID 504582, 2011; in the data active = growth rescue above about 28%, passing the limit was not always enough; inconclusive = no clear call, values can overlap the other calls;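 also: yeast W303a lacking pdr1 and pdr3 grown in galactose medium; growth measured after three days at 30 °C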
VHR inh abs: VHR1 phosphatase inhibitors, primary screen, biochemical, absorbance, uHTS | inhibition, % at 13.3 µM | recombinant VHR phosphatase, pNPP absorbance | 0.52% of 290,000 active | Dual specificity protein phosphatase 3 (Homo sapiens), P51452 | AID 1654, 2009; in the data active = inhibition above about 50%; also: some compounds called inactive have numbers as strong as hits
Target sequence (P51452 whole entry, looked up): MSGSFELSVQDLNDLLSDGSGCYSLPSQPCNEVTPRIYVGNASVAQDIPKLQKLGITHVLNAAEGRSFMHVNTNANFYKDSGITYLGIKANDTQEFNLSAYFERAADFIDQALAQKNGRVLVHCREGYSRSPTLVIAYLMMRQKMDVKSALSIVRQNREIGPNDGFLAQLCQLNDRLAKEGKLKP
BH1578 lux ind: inducers of Vibrio cholerae quorum light production without autoinducers, primary screen, BH1578 luxS cqsA deficient, single point; V. cholerae BH1578 lux reporter, luminescence, 6 h; activation, % at 18.7 µM; 0.16% of 350,000 active; in the data active = activation mostly above about 9.7%, no sharp cut-off; inconclusive = no clear call, values can overlap the other calls; inactive = mostly below about 3.7%; also: not every result past the cut was called active; inactives centre near 0; reference of the scale not given here
* = called active by the depositor; i = inactive; ? = inconclusive; . = no result given; & = joins results of further samples. Rule as the data show it, unless noted: active = inhibition above about 30%; inconclusive = no clear call, values can overlap the other calls; inactive = below that. A portion of the library; rates above refer to the full screens.

SMILES,SARS 3CLpro inh,Yp Topo-I inh,BH1578 lux ind,SSB-PriA inh,PfHsp40 yeast,CCHFV vOTU inh,VHR inh abs,Anthrax LF prot,BoNT A protease,TcdB inh
CCCn1c(=O)c2c(c3ccccc31)OC(C)C(=O)N2 (stereo not drawn),0,5,-0.9,-9,-0.7,5,26,-8,-1.0,.
O=C(CCN1CCCCC1)Nc1ccccc1,0,7,-0.3,3,0.0,0,22,0,1.0,-2.1
Cc1cc(C)cc(N(CC(=O)Nc2ccccc2C(=O)N2CCOCC2)S(C)(=O)=O)c1,1,2,-0.4,-4,1.9,-1,2,2,0.1,.
N#CC1=C2SCN(Cc3ccccc3)CN2C(=O)CC1c1ccccc1F (stereo not drawn),2,3,-0.6,-11,0.0,.,9,-5,1.2,.
C=CCOc1ccc(/C(O)=C2\C(=O)C(=O)N(CCN(C)C)C2c2cccs2)cc1 (stereo not drawn),0,17,-1.3,.,3.2,16,30,1,1.6,.
CC(OC(=O)c1nc(Cl)ccc1Cl)C(=O)c1ccccc1 (stereo not drawn),.,15,i,-12,0.2,19,.,?,0.7,-1.0
O=C(COC(=O)c1nc(Cl)ccc1Cl)Nc1ccc2[nH]c(=O)[nH]c2c1,.,-10,-5.9,-13,-2.9,-5,.,-2,0.9,2.2
CC(NC(=O)COC(=O)CNC(=O)c1ccccc1Cl)C1CC2CCC1C2 (stereo not drawn),.,10,1.2,-11,0.7,0,.,-6,-1.7,-0.5
CCN1CCN(C(=O)C2CCN(c3nnc(C)c4c(C)n(-c5ccc(C)cc5)nc34)CC2)CC1,1,-5,-5.1,-13,-0.8,21,13,.,.,1.4
COc1cccc(C(=O)NC(C)c2ccc(Br)cc2)c1 (stereo not drawn),-1,5,-0.2,-21,0.9,-5,-2,2,-0.5,2.2
COc1cc(C2C(C#N)=C(N)N(Nc3ccccc3)C3=C2C(=O)CC(C)(C)C3)ccc1OCc1ccccc1 (stereo not drawn),3,25,i,-3,1.1,-3,21,-3,-0.5,.
Cc1ccc2ccc3cccc4ccc1c2c34,.,-3,-0.4,-10,-0.5,-6,.,-3,-0.4,1.2
CS(=O)(=O)N(CC(=O)NCc1ccncc1)c1ccc(F)c(Cl)c1,2,0,-0.2,0,-0.3,2,0,-3,-1.0,0.9
CCOc1ccc(CCNc2nc3c(c(=O)n(C)c(=O)n3C)n2CC)cc1OCC,-2,5,-0.2,-2,7.6,-3,-5,1,?,.
O=[N+]([O-])c1ccc(-c2nnc(CNC3CCCC3)o2)cc1,1,6,-0.3,-7,-0.6,-3,20,-3,-1.2,1.7
CCN(CC)C(=O)Cn1nc(-c2ccc(Cl)cc2)c2ccccc2c1=O,2,10,1.7,-5,-1.2,0,-12,3,0.8,-1.4
CSc1cccc(NP2(=O)OCC(C)([N+](=O)[O-])CO2)c1 (stereo not drawn),.,3,i,9,-0.6,-3,.,0,-0.6,2.0
COc1ccc(C2(CNC(=O)c3ccc(N)cc3)CCCC2)cc1,-1,-16,i,-2,-1.7,10,14,18,1.6,1.5
O=S1(=O)CC(N2CCSCC2)CN1Cc1cn(Cc2ccccc2)nn1 (stereo not drawn),.,.,.,.,.,10,.,-8,0.9,0.0
COc1ccc(Cc2nnc(NC(=O)CS(=O)(=O)c3ccc(C)cc3)s2)cc1OC,-1,0,i,-2,-0.4,1,34,-5,-0.6,0.5
COc1ccccc1NC(=S)NNC(=O)c1nn(C)cc1Cl,-8,9,i,-11,-0.8,11,20,-1,-0.5,.
COC(=O)c1sccc1NC(=O)Nc1ccc(C)c(C)c1,3,-6,i,-11,0.4,-2,23,1,-0.6,2.3
COc1ccc(OC)c(NC(=O)NNC(=O)COc2ccc(F)cc2F)c1,-11,-1,-7.7,-12,-1.9,-4,18,7,2.0,0.4
COCCN(C(=O)CSc1nc(-c2ccccc2)cn1N)c1c(N)n(Cc2ccccc2)c(=O)[nH]c1=O,.,15,-0.1,-11,-0.9,-3,.,.,.,0.3
O=C1N=C(N2CCCCC2)S/C1=C/C1=Cc2ccccc2OC1,9,12,-0.5,-1,0.7,17,-2,3,-0.2,-1.7
Cc1cc(-c2sccc2C)nc(-n2cccc2)n1,7,0,-0.7,-42,2.6,3,20,-9,-0.8,.
Cc1cccc(C)c1NC(=O)C1CCCN1C(=O)OC(C)(C)C (stereo not drawn),0,-3,-0.2,-2,-1.1,-11,-10,-2,-1.7,1.3
COc1ccc(Nc2nc(N)c([N+](=O)[O-])c(N3CCOCC3)n2)cc1,2,-8,-0.4,18,-0.2,-5,1,-13,-3.7,-0.4
CCNC(=O)Cc1ccc(NS(=O)(=O)c2ccc(F)cc2)cc1,1,-5,i,-12,0.0,-7,10,1,1.3,.
Cc1sc2ncnc(Sc3ccccc3C(=O)O)c2c1C,2,-5,i,-4,-0.3,10,-13,-4,0.4,-0.8
O=C(CNC(=O)c1ccccc1)Oc1cccc(Cl)c1,.,8,-0.8,-3,.,0,.,-8,0.9,-0.9
O=C(Nc1ccncc1)c1ccc2c(c1)S(=O)(=O)c1ccccc1C2=O,2,-12,-0.9,2,0.1,0,10,2,-0.5,-0.7
Cc1sc(NC(=S)NC(=O)c2ccco2)c(C#N)c1C,-4,0,i,-1,-1.9,14,31,-5,-0.4,0.2
Cc1csc(-c2cnn(-c3ccccc3)c2NC(=O)c2cccc(C(F)(F)F)c2)n1,4,3,i,-10,2.9,19,2,3,1.3,.
O=C(O)C1C2C=CC(C2)C1C(=O)NCc1ccco1 (stereo not drawn),2,-6,i,0,-0.5,-5,36,1,-0.1,0.6
C=CCCCCCCCCc1nc(=S)[nH][nH]1,-1,-2,0.3,-2,1.3,14,2,-1,-0.4,.
COc1ccc(OC)c(CN2CCN(Cc3cc(=O)oc4cc(O)ccc34)CC2)c1,-4,-4,-4.8,-6,-0.2,-198,-15,1,-0.2,-0.3
O=C(C1CCCN(Cc2ccc(Br)cc2)C1)N1CCCCC1 (stereo not drawn),-2,6,-1.4,-2,-0.6,-6,.,-18,-3.2,0.4
CC1=C(C(=O)N2CCOCC2)CC(CC(=O)NCC2CCCCC2)C(=O)N1CCC1=CCCCC1 (stereo not drawn),.,40,-0.7,.,.,-6,.,-7,-0.9,0.9
N#CC1=C(N)C(C#N)(C#N)[C@H](c2ccoc2)[C@H]2CN(Cc3ccccc3)CC=C12,-4,-5,7.4,-2,0.5,2,13,-1,3.5,.
COCCOC(=O)c1c(N)n(Cc2ccc(OC)cc2)c2nc3ccccc3nc12,2,19,0.5,-18,0.7,-165,20,0,2.6,.
CCN(CC)C(=O)Cn1cc(C(=O)C(=O)NCc2ccccn2)c2ccccc21,5,-6,-1.1,0,-0.3,3,14,0,1.8,0.8
CN1OC[C@@H]2CN[C@H](c3cccc(N4CCOCC4)c3)C[C@@H]21,.,3,i,.,.,-17,.,-3,0.0,1.1
C[C@H](CO)N1C[C@H](C)[C@@H](CN(C)C(=O)Nc2ccc3c(c2)OCO3)Oc2c(NS(=O)(=O)c3cn(C)cn3)cccc2C1=O,.,0,i,-12,1.1,2,.,3,-0.6,-2.6&-2.9
O=C(COC(=O)c1cc(S(=O)(=O)N2CCCC2)ccc1O)Nc1ccccc1Br,.,6,2.1,-6,-0.1,1,.,-10,2.8,-0.6
Cc1c(N=Cc2c(O)n(Cc3ccccc3)c(=O)[nH]c2=O)c(=O)n(-c2ccccc2)n1C,-2,12,-0.2,14,1.3,14,18,-3,-0.2,0.3
COc1ccc(C(=O)c2[nH]c(N)c(C(=O)NCCc3c[nH]c4ccccc34)c2-c2c(F)cccc2Cl)cc1,.,.,.,.,.,6,.,0,-0.2,1.8
CCOC(=O)c1c(C)c(-c2ccccc2)n(CC(=O)N2CCCC2)c1C,2,22,i,-4,1.3,-1,40,-7,-0.3,6.6
Cc1nnc2ccc(-c3ccc(NC(=O)c4cccnc4Cl)cc3)nn12,2,1,-0.4,-1,-2.3,2,6,-3,0.9,1.6
Cc1ccc(Cl)cc1NC(=O)CSc1sc2c(O)cc(=O)[nH]c2c1C#N,8,-1,-0.5,-15,47*,14,20,3,-1.8,1.4

More entries follow:
SMILES,SARS 3CLpro inh,Yp Topo-I inh,BH1578 lux ind,SSB-PriA inh,PfHsp40 yeast,CCHFV vOTU inh,VHR inh abs,Anthrax LF prot,BoNT A protease,TcdB inh
O=C(Cn1cnc2ccccc2c1=O)c1ccc2c(c1)OCCO2,2,2,i,1,5.4,19,25,3,-0.2,.
Cc1cc(NS(=O)(=O)c2ccc(NC(NC(=O)C(C(F)(F)F)C(F)(F)F)(C(F)(F)F)C(F)(F)F)cc2)no1,2,0,i,-11,-1.9,.,31,1,1.9,.
CCN(CC(=O)Nc1c(F)cccc1F)C(=O)c1ccc2c(c1)OCO2,.,6,i,-6,-0.1,7,.,.,.,-0.3
COC(c1ccccc1)c1nnc(CCC(=O)NC2CCCCC2)o1 (stereo not drawn),-1,-9,i,-10,-1.8,12,22,-1,-0.6,0.5
CCn1nc(C(=O)Nc2cccc(S(=O)(=O)N3CCCC3)c2)c2ccccc2c1=O,.,22,1.3,3,0.5,-3,.,-6,-0.6,0.0
CC(=O)c1cccc(NC(=O)C(OC(=O)/C=C/c2ccc3c(c2)OCO3)c2ccccc2)c1 (stereo not drawn),4,-9,0.1,-13,0.7,13,-32,-7,-0.7,.
COc1cc(Nc2ncc3c(n2)CCN(C(=O)Nc2ccc(C(C)C)cc2)C3)cc(OC)c1OC,.,3,-0.4,.,.,4,.,-3,0.3,0.6
COc1ccc(Oc2ncnc3c2ncn3Cc2ccccc2)cc1,-2,1,-1.0,-4,-1.0,2,-14,-4,0.7,.
CC(=O)Nc1ccc(NC(=O)CCc2nc3sc4c(c3c(=O)[nH]2)CCCC4)cc1,.,7,i,-1,0.2,17,.,-4,3.0,0.8
CCc1nnc(NC(=O)C2Cc3ccccc3CN2S(=O)(=O)c2c(C)c(C)cc(C)c2C)s1 (stereo not drawn),0,24,i,-1,0.4,-3,15,-2,1.5,-1.2
CC1(C(=O)NS(=O)(=O)c2ccc3c(c2)CCO3)CCN1C(=O)C1(c2ccc(Cl)cc2)CCC1 (stereo not drawn),.,3,i,.,.,7,.,-4,-0.9,1.0

Whole records, looked up by structure.
CCN(CC(=O)Nc1c(F)cccc1F)C(=O)c1ccc2c(c1)OCO2 as listed: SARS 3CLpro inh = .; Yp Topo-I inh = 6; BH1578 lux ind = i; SSB-PriA inh = -6; PfHsp40 yeast = -0.1; CCHFV vOTU inh = 7; VHR inh abs = .; Anthrax LF prot = .; BoNT A protease = .; TcdB inh = -0.3
CC(=O)Nc1ccc(NC(=O)CCc2nc3sc4c(c3c(=O)[nH]2)CCCC4)cc1 as listed: SARS 3CLpro inh = .; Yp Topo-I inh = 7; BH1578 lux ind = i; SSB-PriA inh = -1; PfHsp40 yeast = 0.2; CCHFV vOTU inh = 17; VHR inh abs = .; Anthrax LF prot = -4; BoNT A protease = 3.0; TcdB inh = 0.8
